From PubChem
CHRM5 agonist: CHRM5 agonism in calcium assay; P08912; CHO-K1 hM5 cells, Fluo-8 calcium fluorescence; 0% DMSO wells, 100% maximal acetylcholine response; activation, % at 3 µM; actives 0.19% (n = 360,000);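 active = activation above the run's mean over test compounds plus 3 SD, cut at about 23% in these data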;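 also: signal is peak over basal fluorescence ratio across the kinetic read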
Target sequence (P08912 whole entry, looked up): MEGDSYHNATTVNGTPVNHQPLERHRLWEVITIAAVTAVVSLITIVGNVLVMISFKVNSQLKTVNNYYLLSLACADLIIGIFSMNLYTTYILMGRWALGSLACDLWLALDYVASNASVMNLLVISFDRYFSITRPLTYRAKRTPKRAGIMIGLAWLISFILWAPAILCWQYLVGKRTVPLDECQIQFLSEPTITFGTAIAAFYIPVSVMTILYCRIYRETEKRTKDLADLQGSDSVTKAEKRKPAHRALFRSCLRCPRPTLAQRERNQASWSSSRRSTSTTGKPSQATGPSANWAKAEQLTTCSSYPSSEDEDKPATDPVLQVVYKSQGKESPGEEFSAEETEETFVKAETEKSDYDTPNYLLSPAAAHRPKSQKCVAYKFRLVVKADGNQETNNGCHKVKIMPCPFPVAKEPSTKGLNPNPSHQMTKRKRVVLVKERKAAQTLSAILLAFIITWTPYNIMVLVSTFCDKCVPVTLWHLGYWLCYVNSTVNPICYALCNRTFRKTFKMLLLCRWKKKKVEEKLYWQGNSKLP
CRFBP-R2 agonist: agonists of human CRF-binding protein/CRF-R2 receptor complex; HEK293 CRF-R2/CRF-BP, calcium dye fluorescence (FLIPR); percent of saturating CRF peptide response; activation, % at 13.2 µM; actives 0.46% (n = 350,000);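 active = activation of at least 50%, plus an integration ratio under a set limit after plate pattern correction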;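 also: plate controls were neutral control wells without compound for no effect and CRF at EC100 for full effect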
CHRM1 antagonist: blocks human M1 muscarinic receptor; P11229; inhibition, % at 3 µM; CHO-K1 hM1, Fluo-8 calcium fluorescence, ACh EC80 antagonist; actives 1.3% (n = 360,000);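 active = percent inhibition above its own plate's cutoff, namely the mean of that plate's compound wells plus 3 SD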;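 also: peak over basal fluorescence ratio during 140 s after agonist addition; 0% = ACh EC80 plus DMSO and 100% = DMSO alone without agonist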
CHRM4 antagonist: blocks acetylcholine activation of human M4 receptor | AID 624125 | P08173 | inhibition, % at 3 µM | CHO-hM4 cells, ACh EC80, Fluo-8 calcium fluorescence | actives 0.73% (n = 360,000);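 active = inhibition above its plate's cutoff, the mean inhibition of sample wells plus 3 SD, cut at about 27% in these data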;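 also: 0% = acetylcholine EC80 with DMSO and 100% = DMSO without agonist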
Target sequence (P08173 whole entry, looked up): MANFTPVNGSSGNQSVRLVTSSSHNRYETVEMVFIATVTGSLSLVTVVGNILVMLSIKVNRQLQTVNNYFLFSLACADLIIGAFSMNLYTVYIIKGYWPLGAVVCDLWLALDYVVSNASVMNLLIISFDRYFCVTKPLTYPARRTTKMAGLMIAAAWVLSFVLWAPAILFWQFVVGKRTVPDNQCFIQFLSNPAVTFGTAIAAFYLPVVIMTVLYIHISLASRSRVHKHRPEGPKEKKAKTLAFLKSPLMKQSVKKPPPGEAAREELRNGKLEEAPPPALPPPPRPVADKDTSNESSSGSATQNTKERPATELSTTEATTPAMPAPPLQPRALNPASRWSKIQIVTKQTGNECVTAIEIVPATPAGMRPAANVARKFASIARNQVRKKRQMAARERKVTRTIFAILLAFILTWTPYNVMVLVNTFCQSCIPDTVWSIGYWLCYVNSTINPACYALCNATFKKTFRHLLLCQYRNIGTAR
CHRM1 PAM: positive allosteric modulators of human M1 muscarinic receptor | P11229 | CHO-K1 hM1, Fluo-8 calcium fluorescence, ACh EC20; 0% = ACh EC20, 100% = maximal ACh | activation, % at 3 µM | actives 0.088% (n = 360,000) | AID 588819; in the data active = activation above about 19%, passing the limit was not always enough
CHRM5 PAM: CHRM5 positive allosteric modulation. P08912. CHO-K1 hM5, Fluo-8 calcium, ACh EC20 PAM; 0% = ACh EC20, 100% = ACh EC100. activation, % at 3 µM. actives 0.3% (n = 360,000). AID 624038;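 active = activation above the run cutoff, the mean activation of all test compounds plus 3 SD, cut at about 18% in these data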
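Assay system – human M5 receptor in CHO-K1 cells · Read-out – % activation, ACh-normalized · Technique – Fluo-8 calcium fluorescence · Dosing – single-point, 3 µM nominal · Incubation – Fluo-8 loading 80 min at 37 °C plus 30 min room temperature · Repeats – singlicate, one well per test compound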
M4 ag: agonists of human muscarinic M4 receptor (CHRM4); CHO-K1 hM4/Gqi5, Fluo-8 calcium fluorescence; vehicle 0%, full acetylcholine response 100%; actives 0.14% (n = 360,000); P08173; activation, % at 3 µM; AID 624127;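 active = activation above the run mean over all test wells plus 3 SD, cut at about 32% in these data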;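 also: peak over basal fluorescence ratio per well then scaled between controls; 0% = DMSO wells and 100% = acetylcholine at EC100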
M4 PAM: potentiates acetylcholine response at human M4 receptor. P08173. CHO-K1 hM4/Gqi5, Fluo-8 calcium fluorescence, ACh EC20; 0% = ACh EC20, 100% = maximal ACh. activation, % at 3 µM. actives 0.4% (n = 360,000). AID 624126;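 active = activation above its plate's cutoff, the mean activation of sample wells plus 3 SD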; also: some results filed as inactive read as strong as hits
CHRM5 antagonist: CHRM5 antagonism in calcium assay; inhibition, % at 3 µM; P08912; actives 0.59% (n = 360,000); CHO-hM5 cells, Fluo-8 calcium fluorescence, ACh EC80; AID 624040;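 active = inhibition above a per-plate cutoff, the mean of that plate's test compounds plus 3 SD, cut at about 27% in these data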;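 also: 0% = acetylcholine EC80 with DMSO and 100% = DMSO without agonist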
An asterisk follows results filed as active; . = no result given. Hits appear at their usual frequency, and some 2.8% of all compounds hit somewhere here.

Structure	CHRM5 agonist	CRFBP-R2 agonist	CHRM1 antagonist	CHRM4 antagonist	CHRM1 PAM	CHRM5 PAM	M4 ag	M4 PAM	CHRM5 antagonist
COc1cc2ccccc2cc1C(=O)Nc1ccc(S(=O)(=O)Nc2cc(C)on2)cc1	-5	-3.9	103*	6	-33	0	2	-8	6
CCC/C(O)=C1\C(=O)CC(c2ccccc2)CC1=NCCc1c(C)[nH]c2ccc(C)cc12 (centres undefined)	1	-3.1	1	-4	-4	-4	3	0	2
O=S(Cc1ccc(Cl)cc1)c1ccccc1 (centres undefined)	-5	-0.7	-20	-9	15	5	0	8	5
CC(=O)NNc1cccc(Cl)n1	-1	4.3	5	-1	-6	-1	0	-4	-17
Cc1cc(-c2nc3ncccc3o2)ccc1NC(=O)c1ccc([N+](=O)[O-])o1	2	0.5	0	17	4	4	2	0	0
O=C(c1cccc(Cl)c1)N1CCN(c2ccc(N3CCOCC3)nn2)CC1	1	1.2	-6	-3	8	4	0	1	-5
Cc1ccc2c(c1)N(CCC(=O)NCCCOC(C)C)C(=O)C(C)O2 (centres undefined)	1	-0.9	2	-8	2	-5	5	5	-5
Cc1cc(C)cc(NC(=O)CSc2nnc(-c3ccccc3)n2N)c1	-2	-5.3	0	-14	7	-1	-1	6	-6
CCn1nc(C(=O)OCC(=O)c2cc(C)n(Cc3cccs3)c2C)c2ccccc2c1=O	-8	-1.0	-5	-12	3	2	2	11	-6
CCc1noc(C)c1C(=O)OCC(=O)N(CCOC)c1c(N)n(Cc2ccccc2)c(=O)[nH]c1=O	2	-0.4	2	6	1	-1	2	-6	3
CNC(=O)Cn1c(=O)n(C)c2ccccc21	2	-3.0	-14	-4	13	12	1	22	-8
COc1ccccc1Nc1nc(N)nc(CSCCO)n1	1	-0.7	-6	4	4	-3	0	1	2
CC1CCCCC1NC(=O)Cn1c(CN2CCCCC2)nc2ccccc2c1=O (centres undefined)	1	0.6	13	-5	-1	-2	0	3	-7
COc1ccc(-n2nnnc2SCC(=O)Nc2nnc(C)s2)cc1	-5	-0.2	-7	-7	5	4	0	8	-8
CC(=O)N1Cc2ccccc2C(C)CC12CCCCC2 (centres undefined)	-2	-0.6	-6	9	11	8	-3	10	-2
CCn1cc(C(=O)N2CC(C)CC(C)C2)c(=O)c2cc(S(=O)(=O)N(C)C)ccc21 (centres undefined)	0	-3.9	-7	3	3	-3	0	-1	0
COc1ccc(CCN2CC(C(=O)N(C)CCOc3ccccc3)CCC2=O)cc1 (centres undefined)	-4	-1.1	0	10	1	-10	1	-1	24
Cc1ccc(NC(=O)CN(C)C(=O)Cn2nnc(-c3ccccc3)n2)cc1	-1	-3.1	1	-2	3	-12	1	-2	23
Cc1c(Br)cccc1NC(=O)C1(C)CCN1Cc1ccc(OC(C)C)cc1 (centres undefined)	-2	.	1	-2	-2	5	2	-2	-7
O=C(NCCc1ccccn1)c1cccc(S(=O)(=O)N2CCc3ccccc32)c1	-3	-2.0	-8	-8	8	-1	5	1	-2
CCN(C(=O)CSc1nc2scc(-c3ccccc3)c2c(=O)n1C)C1CCS(=O)(=O)C1 (centres undefined)	-4	0.3	-2	-5	3	1	1	-4	12
Cc1ccccc1-c1noc(-c2ccccc2C(=O)N2CCCC2)n1	-3	-0.2	9	-2	-6	2	3	-4	-7
COc1ccccc1CNC(=O)c1ccccc1C(=O)NC(C)(C)C(=O)NCc1ccccc1OC	-4	0.4	-12	-19	1	0	3	0	-12
Oc1cccc2ccc(/C=C/c3ccccc3Br)nc12	-3	3.5	1	-3	7	-2	1	1	10
Cc1cccn(Cc2c(Cl)cccc2Cl)c1=O	2	-5.9	-9	9	4	-3	0	-6	14
CCOC(=O)/C=c1\s/c(=C\c2ccc(C(F)(F)F)cc2)c(=O)n1CC(=O)NCc1ccco1	1	7.5	-9	-4	11	5	2	11	-10
COC(=O)CCCCC1SCC(NC(=O)c2ccccc2)C1OC(C)=O (centres undefined)	0	-0.1	-16	3	10	3	3	6	4
COc1ccccc1C(C)NCC(=O)Nc1c(F)cccc1F (centres undefined)	-6	0.2	-7	-8	14	-2	1	3	-5
Cc1csc(NC(=O)c2c(O)c3c(n(CC(C)C)c2=O)CCCC3)n1	0	0.5	-7	-5	3	4	-1	-1	-1
O=C(O)COc1ccccc1C(Nc1ccccn1)c1cc(Cl)c2cccnc2c1O (centres undefined)	-1	-0.8	1	7	-1	2	0	-1	-1
Cc1ccnc(Nc2nc(-c3ccc(F)cc3)cs2)c1	6	4.1	-12	11	4	-1	5	-11	7
CCCn1c(N)c(N(CCOC)C(=O)/C=C/c2cccc(Cl)c2)c(=O)[nH]c1=O	0	-0.7	-19	-8	13	-7	2	8	-1
Cc1ccc(C)c(S(=O)(=O)N2CCCCC2CCNC(=O)C(=O)NC2CCCC2)c1 (centres undefined)	1	0.1	1	8	-2	-8	4	-3	9
Cc1nn(-c2ccccc2)c(C)c1C(=O)N1CCN(S(=O)(=O)c2ccccc2)CC1	-3	-1.1	9	-10	-5	0	6	8	-4
O=C(/C=C/c1cccc([N+](=O)[O-])c1)NCCSCc1ccc(Cl)cc1Cl	1	0.0	-4	7	0	-2	1	10	-2
COc1ccc(-c2nn(-c3ccccc3)cc2C(=O)Nc2ccc(C(=O)O)cc2)cc1OC	-1	1.5	-5	-12	3	-2	1	1	-2
O=C(O)c1ccccc1CSc1nc2ccccc2o1	-3	-1.4	16	9	-6	-2	0	-2	3
CCN1CCN(c2nc(Nc3ccccc3F)nc(N)c2[N+](=O)[O-])CC1	-8	-1.2	-2	-7	4	3	2	1	2
COc1cc([N+](=O)[O-])ccc1NC(=O)CCCOc1ccc(C)cc1	-4	0.7	-3	-3	-1	-4	0	0	-7
CCOC(=O)c1cnn2c(C(F)(F)F)cc(-c3ccccc3)nc12	3	0.0	-8	-8	-2	-7	2	10	7

One compound at a time, from the list above:
`COC(=O)CCCCC1SCC(NC(=O)c2ccccc2)C1OC(C)=O` (centres undefined) in the list: CHRM5 agonist = 0; CRFBP-R2 agonist = -0.1; CHRM1 antagonist = -16; CHRM4 antagonist = 3; CHRM1 PAM = 10; CHRM5 PAM = 3; M4 ag = 3; M4 PAM = 6; CHRM5 antagonist = 4
`COc1ccc(CCN2CC(C(=O)N(C)CCOc3ccccc3)CCC2=O)cc1` (centres undefined) in the list: CHRM5 agonist = -4; CRFBP-R2 agonist = -1.1; CHRM1 antagonist = 0; CHRM4 antagonist = 10; CHRM1 PAM = 1; CHRM5 PAM = -10; M4 ag = 1; M4 PAM = -1; CHRM5 antagonist = 24

Later entries:
Structure	CHRM5 agonist	CRFBP-R2 agonist	CHRM1 antagonist	CHRM4 antagonist	CHRM1 PAM	CHRM5 PAM	M4 ag	M4 PAM	CHRM5 antagonist
C=CC[C@H]1CC(C)=C[C@H](CC=C)N1C(=O)c1cc(COc2ccccc2SC)on1	-2	1.1	18	23	-6	-10	8	-14	20
CC(C)(C)NC(=O)C(c1cc2ccccc2o1)n1c(-c2ccc(-c3ccccc3)cc2)nc2ccccc21 (centres undefined)	-1	.	.	4	.	-2	1	-3	-2
Cc1cc(C)nc(N(C#N)Cc2ccccc2C)n1	-2	0.3	-6	-5	4	0	-1	10	5
C/C(CC(=O)NCc1ccco1)=N\NC(=O)C(c1ccccc1)c1ccccc1	1	-1.5	3	-2	1	-6	-1	-4	4
Cc1ccccc1C(=O)N1CCN(c2ccc(NC(=O)c3ccc([N+](=O)[O-])o3)cc2)CC1	-3	0.6	-12	3	16	6	1	-2	1
O=C(COC(=O)c1cccc(O)c1)Nc1ccc(S(=O)(=O)N2CCOCC2)cc1	4	-0.2	-7	-1	3	1	3	1	9
O/N=C1\CCCc2nnc3c(c21)CCCC3	-12	0.8	-14	-6	10	-9	1	3	4
Oc1oc(-c2ccc(Br)cc2)nc1/C=N/c1ccccn1	-1	-2.0	-10	-1	9	1	3	2	-4
CCOC(=O)N1CCN(C(=O)Cc2ccc(Cl)cc2)CC1	-3	0.3	-25	2	-1	-2	1	4	1
Cc1cc(OCC(=O)OCC(=O)Nc2cccnc2Cl)ccc1Cl	4	-0.6	1	-5	3	-2	12	6	4
CCCCCSc1nc(O)cc(=O)[nH]1	1	1.1	-14	4	11	3	0	10	3
COc1ccc(CCN=C2SCC(=O)N2C)cc1OC	2	1.0	-30	3	5	-8	2	7	10
O=C1N=C(N2CCc3ccccc3C2)S/C1=C\c1ccc(O)cc1	-2	-0.4	-5	3	-2	-17	5	-18	11
CC(=O)Nc1ccc(S(=O)(=O)Nc2cc(C)cn(Cc3ccc(C)cc3)c2=O)cc1	1	1.3	-8	-14	9	-3	9	-5	13
O=C1c2ccccc2C(=O)N1CC(O)COc1ccccc1Cl (centres undefined)	2	0.9	15	-8	2	-5	2	5	1
O=C(CCC(=O)N1CCOc2ccc(Cl)cc21)NCCCN1CCOCC1	0	-1.1	-14	2	7	3	0	-1	0
O=C(NC1CCCC1)C1c2ccccc2OCC(=O)N1Cc1cccnc1 (centres undefined)	-2	.	.	-4	.	2	0	9	0
COc1ccccc1-c1cc(C(F)(F)F)nc(S(=O)(=O)CCCC(=O)N2CCOCC2)n1	-5	-2.0	-14	13	3	-5	1	2	0
Cc1c(NC(=S)NC(=O)c2cccc3ccccc23)cccc1C(=O)O	-4	0.6	-10	5	7	4	0	6	-3
COc1ccc(C(=O)Nc2ccc3c(c2)nc2n3CCSC2)cc1	1	0.3	-11	3	9	-3	1	-3	4
Nc1n[nH]c(N)c1N=Nc1ccc(F)cc1	-2	-0.1	-13	-22	10	13	3	16	3
COc1ccc([C@H]2C[C@@H](n3cc(-c4ccc(F)cc4)nn3)[C@H](O)CN2C(=O)C2CCCCC2)cc1	-1	-0.9	15	-4	-12	6	1	5	-5
O=C(CSC(=S)N1CCCCC1)N1N=CCC1c1ccccc1 (centres undefined)	0	-0.5	7	0	-1	-3	2	9	-3
COc1cccc(C(=O)Nc2ccc(NC(=O)C3CC3)nc2)c1	-2	0.9	5	2	1	1	2	-1	3
COc1ccc(C(C(=O)NC2CCCC2)N(C(=O)c2snc(C(N)=O)c2N)c2ccccc2OC)cc1OC (centres undefined)	0	-1.2	-5	2	2	6	0	-1	-4
CCOc1ccc(N(CC(=O)O)S(=O)(=O)c2ccc(OC)c(OC)c2)cc1	0	1.0	-12	3	7	3	0	2	-1
O=C(CN1c2cccc3cccc(c23)S1(=O)=O)NCCc1ccc(F)cc1	9	-0.6	-13	5	10	7	1	8	-10
O=C(NCCCn1ccnc1)c1ccc2nccnc2c1	2	1.8	-15	-4	16	5	1	12	-5
CCCCN1C(=O)C(=Nc2cccc3cnccc23)c2ccccc21	-1	0.0	-3	-4	10	0	1	-5	7
CC(C)CCCN1CCN=C1Nc1ccccc1	-4	-0.5	-6	1	7	5	2	-2	1
COc1ccc(-c2noc(Cc3ccc(Cl)cc3)n2)cc1OC	-3	6.5	-4	-16	-4	-7	3	-4	2
COc1cc(S(=O)(=O)NC2CCCCC2)ccc1F	-5	14	-11	-15	9	6	2	-4	-6
O=C(NC1CCCCC1)c1cc(S(=O)(=O)N2CCCCC2)ccc1N1CCOCC1	3	-2.4	-7	-4	9	-1	2	8	1
O=C(CCC(=O)c1ccc(-c2ccccc2)cc1)Nc1cccnc1	3	2.0	0	-6	-2	-5	7	-4	-4
